# CendR NRP1 mod = alters CendR peptide binding to human NRP-1 | hit rate 0.85% among 360,000 | inhibition, % at 25 µM | FAM-RPARPAR peptide binding to NRP-1, fluorescence polarization;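 active = inhibition or corrected inhibition above about 18%, plus a signal ratio from 0.5 to 1.5, limit read from the data, passing the limit was not always enough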; note: strong numbers were not always called active
# Neddyl block = blocks human cullin neddylation; P61081+Q13564; hit rate 0.58% among 360,000; calls only at 25 µM; TR-FRET cullin neddylation, biochemical; in the data active = inhibition above about 36%
# Target sequence (P61081 whole entry, looked up): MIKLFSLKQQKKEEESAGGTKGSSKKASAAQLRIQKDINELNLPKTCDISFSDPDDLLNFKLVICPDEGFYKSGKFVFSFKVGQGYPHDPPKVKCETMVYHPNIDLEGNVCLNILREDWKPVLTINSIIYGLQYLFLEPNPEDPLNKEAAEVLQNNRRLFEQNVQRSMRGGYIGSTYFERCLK
# Target sequence (Q13564 whole entry, looked up): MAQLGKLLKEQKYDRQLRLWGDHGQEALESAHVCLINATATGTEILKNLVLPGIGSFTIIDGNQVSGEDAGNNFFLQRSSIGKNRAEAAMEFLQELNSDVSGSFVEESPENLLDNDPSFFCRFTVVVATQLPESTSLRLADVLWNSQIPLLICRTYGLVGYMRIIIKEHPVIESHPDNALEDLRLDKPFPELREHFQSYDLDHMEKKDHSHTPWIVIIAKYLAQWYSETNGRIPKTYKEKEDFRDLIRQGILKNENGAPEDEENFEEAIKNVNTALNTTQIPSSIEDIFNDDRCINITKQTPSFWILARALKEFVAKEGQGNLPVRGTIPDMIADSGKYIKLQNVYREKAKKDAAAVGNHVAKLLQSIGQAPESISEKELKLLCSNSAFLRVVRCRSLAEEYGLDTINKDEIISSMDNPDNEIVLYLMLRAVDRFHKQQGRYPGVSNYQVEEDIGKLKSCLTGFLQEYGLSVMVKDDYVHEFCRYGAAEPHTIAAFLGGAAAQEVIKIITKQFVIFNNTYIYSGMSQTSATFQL
# STEP inh = blocks human striatal-enriched tyrosine phosphatase; P54829; hit rate 0.25% among 360,000; recombinant STEP, OMFP fluorogenic substrate, fluorescence; inhibition, % at 20 µM;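 active = inhibition at 20 µM, scaled per plate between control wells, above about 37%, limit read from the data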;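 note: 0% = DMSO with enzyme and substrate and 100% = substrate only without enzyme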
#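 Material: STEP (striatal-enriched tyrosine phosphatase) enzyme, cell-free; Compound dosing: 20 µM single dose in 1% DMSO; Technique: fluorescence read at 480 nm ex / 540 nm em; Times: reaction 20 min, ambient temperature; Medium: 50 mM Bis-Tris pH 6.0 with 2.5 mM DTT and 0.005% Tween 20; Also added: OMFP at 25 µM.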
# SUMO1-SIM PPI = modulators of human SUMO1-mediated protein-protein interactions; hit rate 0.33% among 360,000; SUMO1 binding to a labelled peptide, TR-FRET, 1 h; inhibition, % at 20 µM; P63165; in the data active = inhibition above about 37%
# LMPTP block = LMPTP (human) inhibition | inhibition, % at 20 µM | hit rate 0.22% among 360,000 | recombinant LMPTP-A, OMFP fluorogenic substrate, fluorescence intensity | P24666;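 active = compounds that cut the enzyme signal by at least half of the control window in the single-dose screen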;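 note: plate controls were DMSO wells with enzyme plus substrate for no effect and substrate without enzyme for full effect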
# Target sequence (P24666 whole entry, looked up): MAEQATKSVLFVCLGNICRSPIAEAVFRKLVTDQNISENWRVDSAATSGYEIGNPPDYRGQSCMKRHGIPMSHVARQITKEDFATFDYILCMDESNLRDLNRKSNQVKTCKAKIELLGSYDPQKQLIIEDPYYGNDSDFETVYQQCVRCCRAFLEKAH
#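 Buffer or medium: Bis-Tris pH 6.0, DTT, detergent; Assay system: LMPTP-A enzyme; Quantity: 0.625 nM enzyme; Detection: endpoint fluorescence intensity; Times: 50 min dark incubation at room temperature; Controls: substrate-only low control, DMSO enzyme-plus-substrate high control; Doses: single 20 µM dose; Read-out: percent inhibition versus substrate-only and uninhibited controls; Reagent: 400 µM OMFP.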
# NadD inh = NadD (S. aureus) enzyme inhibition | hit rate 0.78% among 360,000 | inhibition, % at 20 µM | purified NadD enzyme, colorimetric absorbance read-out; in the data active = inhibition above about 26%; note: some compounds past the cut are filed as inactive
# DNMT1 inh = inhibitors of human DNMT1; hit rate 0.83% among 360,000; inhibition (reported as % activation of signal), % at 10 µM; P26358; DNMT1 molecular beacon, Hinp1I cleavage, fluorescence; in the data active = inhibition above about 50%
# Scp-1 inhibitor = Scp-1 (human) phosphatase inhibition. Q9GZU7. Recombinant Scp1, phosphopeptide, malachite green phosphate absorbance. inhibition, % at 20 µM. hit rate 0.88% among 340,000;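 active = inhibition above about 50% at 20 µM, limit read from the data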;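 note: plate controls were DMSO wells with enzyme for no effect and wells lacking enzyme for full effect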
# Target sequence (Q9GZU7 76-261 limits assumed): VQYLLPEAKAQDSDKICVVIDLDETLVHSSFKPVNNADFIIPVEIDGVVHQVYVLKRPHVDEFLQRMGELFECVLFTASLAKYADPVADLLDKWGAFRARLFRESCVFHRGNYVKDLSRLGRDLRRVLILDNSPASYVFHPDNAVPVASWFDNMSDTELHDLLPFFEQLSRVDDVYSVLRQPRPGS
#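 Test system: SCP-1 phosphatase catalytic domain, residues 76-261 | Compound dosing: One concentration, 20 µM, with 1.0% DMSO | Schedule: 45 min room-temperature reaction, 5 min colour, 30 min stabiliser | Detection: Absorbance at 630 nm | Read-out basis: % inhibition of SCP-1 phosphate liberation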
# TbMetRS inhib = blocks T. brucei methionyl-tRNA synthetase activity. AID 624268. inhibition, % at 11.9 µM. purified T. brucei MetRS, ATP depletion, Kinase-Glo luminescence. hit rate 0.4% among 360,000;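 active = inhibition above a per-plate cutoff of the control wells' mean inhibition plus 3 SD, cut at about 5.5% in these data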;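 note: 0% = DMSO wells median and 100% = median of wells with control inhibitor compound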
#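 technique = Kinase-Glo luminescence, ATP depletion format | system = purified MetRS (methionyl-tRNA synthetase) enzyme from Trypanosoma brucei | timing = 15 min preincubation, 2 h reaction, all 25 °C | evaluation = percent inhibition versus plate control medians | dosing = single dose, 11.9 µM final nominal, 0.9% final DMSO | also added = substrates ATP, L-methionine and bulk Escherichia coli tRNA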
# SKN-1 inh = inhibitors of C. elegans SKN-1 | C. elegans VP596 Pgst-4::GFP/RFP ratio, acrylamide-induced, 24 h | inhibition, % at 21.8 µM | hit rate 0.49% among 360,000 | AID 624304;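 active = interference check ratio from 0.5 to 1.5 plus GFP to RFP signal ratio inhibition reaching or exceeding a fixed threshold, cut at about 30% in these data, passing the limit was not always enough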; note: some compounds called inactive have numbers as strong as hits
# * marks the source's active call; other numbers are inactive results; i = inactive; nt = no result given; + = active, no number. Hits appear at their usual frequency; any-hit rate near 4.6%.
# Results follow in this order: CendR NRP1 mod	Neddyl block	STEP inh	SUMO1-SIM PPI	LMPTP block	NadD inh	DNMT1 inh	Scp-1 inhibitor	TbMetRS inhib	SKN-1 inh
1: CCCC(=O)Nc1ccccc1NC(=O)c1cc(OC)c(OC)c(OC)c1
 : -2	i	-1	1	-1.5	0	-1	-2	-0.7	7
2: CCn1c(=O)c2cc(C(=O)N(C)CC(OC)OC)sc2c2ccccc21
 : 9	i	-2	-9	-2.3	-2	1	5	-1.4	-9
3: CCOC(=O)c1nn(-c2ccccc2F)c(C)c1C(C)=O
 : -3	i	-3	2	-1.0	3	0	11	-0.1	-9
4: CC1(C)CC(NC(=O)c2ccccc2Cl)CC(C)(C)N1
 : 17	i	1	-1	-2.9	5	2	-6	-1.0	15
5: CC(C)c1nccn1CCC(=O)O
 : -3	i	-2	-3	0.8	3	2	-11	-0.3	2
6: O=C1c2ccccc2C(=O)N1c1ncn[nH]1
 : -7	i	-1	2	-1.7	-4	1	-4	-0.4	-3
7: CSc1ccc(S(=O)(=O)NCC(=O)OCC(=O)N(C)Cc2ccccc2)cc1[N+](=O)[O-]
 : 9	i	-1	-36	0.1	1	1	24	0.2	14
8: O=C(NCc1ccccc1)C(c1ccccc1)N(C(=O)c1csnn1)C1CCCC1 (stereo unspecified)
 : 8	i	1	3	0.0	2	-1	0	-0.2	9
9: Cc1cc(Nc2cccc(Cl)n2)n(-c2ccccc2)n1
 : 3	i	-2	-1	-1.2	2	0	0	-1.1	7
10: COc1ccc(OC)c(NC(=O)C2CC(=O)N(c3ccccc3)C2)c1 (stereo unspecified)
 : 9	i	2	-1	1.3	3	-1	1	-0.8	9
11: Nc1ccccc1SCc1csc(-c2ccc(Cl)cc2)n1
 : 2	i	0	0	1.9	1	0	9	-0.1	6
12: COC(=O)CCCn1cc(CN2CC(N3CCCCC3)CS2(=O)=O)nn1 (stereo unspecified)
 : -5	i	nt	3	-0.8	7	nt	nt	-0.2	3
13: Cc1cccc(S(=O)(=O)NC(=O)C2(C)CCN2C(=O)C2(c3ccc(Cl)cc3)CCC2)c1 (stereo unspecified)
 : -4	i	-2	10	-2.1	-1	4	nt	0.3	3
14: Cc1nc(-c2ccc(S(=O)(=O)N3CCN(C(c4ccccc4)c4ccccc4)CC3)s2)cs1
 : -6	i	3	2	0.1	12	-2	4	-0.5	9
15: COC(=O)C1=C(O)/C(=C/c2ccc(OCC(=O)Nc3ccc(OC)cc3)cc2)N=C1C
 : 0	i	0	-10	-1.0	12	-2	nt	-0.4	16
16: Cc1ccc(/C=N/NC(=O)c2cccc(S(=O)(=O)N3CCOCC3)c2)o1
 : -4	i	2	-7	-1.8	4	-1	0	0.9	14
17: CC(C)(C)N(NS(=O)(=O)c1ccc(F)cc1)c1ccccc1
 : 2	i	-1	2	-1.5	-3	0	-15	-0.7	-4
18: O=C(Cc1ccccc1F)NC1CCSc2ccccc21 (stereo unspecified)
 : 3	i	-2	5	-0.6	-7	1	-8	-0.5	19
19: COc1cc([N+](=O)[O-])ccc1NC(=O)NCc1ccco1
 : -8	i	-4	-19	-0.7	-4	-3	-9	-0.5	4
20: COc1ccc(/C=N\NC(=O)CCc2c(C)n[nH]c2C)c(OC)c1OC
 : 0	i	-1	-1	-0.6	4	0	-3	-0.1	3
21: O=C(Nc1ccccc1Cl)C(=O)c1cn(CC(=O)N2CCOCC2)c2ccccc12
 : 13	i	-1	-4	2.5	-10	-4	-7	0.3	-17
22: COC(=O)c1cccc(NC(=O)NC2CCCN2S(=O)(=O)c2ccc(Cl)cc2)c1 (stereo unspecified)
 : 10	i	3	-1	0.6	-5	0	1	-0.4	26
23: CC(C)Cc1cc(C(=O)Nc2sc3c(c2C#N)CCC3)no1
 : -4	i	6	5	1.0	-1	3	-9	-0.3	-5
24: O=C(c1ccco1)N1CCN(C(=O)C(Cc2ccccc2)NS(=O)(=O)c2cccs2)CC1 (stereo unspecified)
 : -10	i	-1	-5	-1.2	3	1	3	-1.0	1
25: COc1cc(C(=O)NCC(=O)N2CCN(S(=O)(=O)c3ccccc3C(F)(F)F)CC2)cc(OC)c1OC
 : 2	i	2	2	-1.0	2	1	-5	-0.2	-6
26: Nc1nc(COc2ccc(Cl)cc2)cs1
 : -1	i	0	-2	-1.2	1	-5	0	-0.6	-4
27: Cc1ccc2nc(N/C(N)=N/S(=O)(=O)c3ccc([N+](=O)[O-])cc3)nc(C)c2c1
 : 1	i	0	-15	-0.6	14	-5	-8	0.1	16
28: O=C(NCC1CC1)NC(=O)c1c(F)cccc1Cl
 : -12	i	0	4	-0.9	-6	-1	-11	-0.5	7
29: O=C(CSc1c[nH]c2ccccc12)N1CCOCC1
 : 7	i	0	-2	-1.6	-6	-6	-3	-0.4	11
30: COCCCN(C(=O)C(C)Oc1ccc(Br)cc1)c1c(N)n(Cc2ccccc2)c(=O)[nH]c1=O (stereo unspecified)
 : 2	i	0	-1	0.7	0	-1	1	-0.1	-1

# Next section; it opens with the 3 that closed the last part.
# Results follow in this order: CendR NRP1 mod	Neddyl block	STEP inh	SUMO1-SIM PPI	LMPTP block	NadD inh	DNMT1 inh	Scp-1 inhibitor	TbMetRS inhib	SKN-1 inh
28: O=C(NCC1CC1)NC(=O)c1c(F)cccc1Cl
 : -12	i	0	4	-0.9	-6	-1	-11	-0.5	7
29: O=C(CSc1c[nH]c2ccccc12)N1CCOCC1
 : 7	i	0	-2	-1.6	-6	-6	-3	-0.4	11
30: COCCCN(C(=O)C(C)Oc1ccc(Br)cc1)c1c(N)n(Cc2ccccc2)c(=O)[nH]c1=O (stereo unspecified)
 : 2	i	0	-1	0.7	0	-1	1	-0.1	-1
31: CCCOc1ccc(-c2c(C(=O)N/N=C(\C)c3ccco3)nnn2-c2nonc2N)cc1
 : 0	+	-2	-2	-1.3	6	8	0	-0.4	3
32: O=C(Oc1ccc2ccc(OC(=O)N3CCCCCC3)cc2c1)N1CCCCCC1
 : 4	i	-2	-2	7.0	3	-5	-11	-0.2	-1
33: O=C(NCc1ccccc1)C1CCCN(S(=O)(=O)c2ccc(-n3cnnn3)cc2)C1 (stereo unspecified)
 : 4	i	-2	8	-1.1	-4	1	-5	0.0	-1
34: CCOCCCNC(=O)c1c(N)n(-c2ccc(S(N)(=O)=O)cc2)c2nc3ccccc3nc12
 : -7	nt	0	-7	0.4	-2	-5	-3	0.7	6
35: FC(F)(F)c1cc(-c2ccco2)nc(NCCc2ccccc2)n1
 : -12	i	1	-1	1.9	-4	6	-13	-1.2	-22
36: CN(Cc1nc(CCc2ccccc2)no1)Cc1cccs1
 : 5	i	0	-2	0.1	-5	1	1	-0.9	-8
37: C/C(=N\NC(=S)NCCc1ccccc1)c1cccs1
 : 28*	i	-2	-3	1.9	-3	-5	-1	-0.1	1
38: Cc1cccc(NC(=S)N(CCN2CCOCC2)Cc2cc3cc4c(cc3[nH]c2=O)OCO4)c1
 : 7	i	0	3	2.0	8	-1	-4	1.2	-1
39: COc1ccc(C(=O)Cc2ccc(F)cc2)c(OC)c1
 : -3	i	-1	2	0.2	0	-2	1	-0.3	2
40: CN(C)c1ccc2cc(S(=O)(=O)O)cc(O)c2c1
 : -9	nt	11	28	13	2	63*	67*	-0.2	0
41: CCCOC(=O)c1c(NC(=O)C2C3C=CC(C3)C2C(=O)O)sc2c1CCC(C)C2 (stereo unspecified)
 : -15	i	10	7	2.0	10	8	0	-0.4	-9
42: COc1ccccc1NC(=O)CSc1nnc(COc2ccc(Cl)cc2)n1Cc1ccco1
 : 6	i	-3	3	2.6	1	-9	-1	0.4	1
43: CCS(=O)(=O)C1=NN2C(=N)/C(=C\c3ccc(OS(=O)(=O)c4ccccc4)cc3)C(=O)N=C2S1
 : -82	i	2	11	-0.3	7	2	9	0.2	15
44: CC1(OC(=O)CCc2ccccc2)C(=O)C=C2C=C(c3ccc(C#N)cc3)N(CC3CC3)C=C2C1=O (stereo unspecified)
 : 18	i	4	-8	3.3	19	-4	3	0.0	16
45: COc1ccc(-c2cc(-c3cccs3)nc(OC)c2C#N)cc1OC
 : 3	nt	-1	-1	-0.3	-10	-4	-17	-1.3	7
46: COc1ccc(C(=O)NC2CCN(CC(=O)NC3CCCCC3)CC2)cc1
 : 4	i	1	5	-1.2	-5	1	-5	-0.2	8
47: CCCOc1ccc(N2C(=O)CC(NCc3cccnc3)C2=O)cc1 (stereo unspecified)
 : -12	i	0	-4	1.1	-2	4	1	-0.8	-1
48: Cc1nn(CC(=O)Nc2ccc(C(=O)N3CCCCC3)cc2)c(=O)c2ccccc12
 : -3	i	2	1	-1.4	0	-1	0	-0.1	2
49: Cc1cccc(-n2ncc3c2CCCC3NC(=O)CCN2CCCCO2)c1C (stereo unspecified)
 : 23*	i	-2	6	-1.8	-3	2	-5	-0.4	-4
50: CCN1CCN(C(=O)c2c(-c3c(Cl)cccc3Cl)noc2C)CC1
 : -6	i	1	4	-1.5	-1	0	-3	-0.1	21
51: C[C@H](CO)N1C[C@H](C)[C@@H](CN(C)Cc2ccc(-c3ccccc3)cc2)Oc2c(NS(=O)(=O)c3cn(C)cn3)cccc2C1=O
 : -6	i	-1	5	-0.7	3	-5	69*	-0.4	-4
52: Cc1ccc(N2C(=NC(=O)c3ccccc3)SC3CS(=O)(=O)CC32)cc1 (stereo unspecified)
 : 12	i	2	3	0.6	-3	5	3	-0.1	-12
53: Cc1occc1C(=O)Nc1sc2c(c1C(N)=O)CCCCC2
 : -26	i	2	5	0.8	6	-6	-1	-1.6	11
54: C[C@]12c3[nH]c4cc(-c5ccco5)ccc4c3CCN1C(=O)[C@@H](CC(=O)NCc1cccc(C(F)(F)F)c1)C[C@@H]2C(=O)N1CCOCC1
 : -14	nt	4	-3	1.0	1	-23	-1	-0.9	12
55: Nc1c(C(=O)Nc2cccc(F)c2)nnn1-c1cccc(C(F)(F)F)c1
 : -10	i	2	0	-1.5	0	4	0	0.2	12
56: COc1cc(C(=O)O)c2ccccc2n1
 : -6	i	-1	-3	-0.2	7	-6	-7	0.1	12
57: COc1ccc(C2CC(=O)c3cnc(NC(=O)c4ccccc4)nc3C2)c(OC)c1 (stereo unspecified)
 : 16	i	-3	-2	1.8	9	1	9	-1.3	-8
58: O=C(Nc1ccc(Cl)cc1Cl)c1ccc2c(c1)OCCO2
 : 0	i	-3	7	1.0	-8	0	-8	0.3	-21
59: COc1ccc2nc(N3C(=O)CC(Cc4ccc(Cl)cc4)C3=O)sc2c1 (stereo unspecified)
 : 0	i	1	7	0.5	5	4	-8	-0.1	21
60: CN(C)C(=O)c1sccc1Oc1ccc(F)cc1[N+](=O)[O-]
 : 2	i	-1	-12	-0.4	-3	5	-3	0.5	13
